High-throughput results (PubChem BioAssay)
USP10 inh – inhibitors of human USP10 deubiquitinase; 1.1% of 47,000 active; Ubiquitin carboxyl-terminal hydrolase 10 (Homo sapiens), Q14694; inhibition, % at 20 µM; purified USP10, Ub-rhodamine fluorescence, 60 min
USP30 inh – inhibitors of human USP30 deubiquitinase; Ubiquitin carboxyl-terminal hydrolase 30 (Homo sapiens), Q70CQ3; purified USP30, Ub-rhodamine cleavage fluorescence; inhibition, % at 25 µM; 5.3% of 47,000 active; AID 1645860, 2021
UCHL1 inh – inhibitors of human UCHL1 deubiquitinase. inhibition, % at 20 µM. purified UCHL1, Ub-rhodamine cleavage fluorescence. 0.2% of 47,000 active. Ubiquitin carboxyl-terminal hydrolase isozyme L1 (Homo sapiens), P09936
Target sequence (P09936 whole entry, looked up): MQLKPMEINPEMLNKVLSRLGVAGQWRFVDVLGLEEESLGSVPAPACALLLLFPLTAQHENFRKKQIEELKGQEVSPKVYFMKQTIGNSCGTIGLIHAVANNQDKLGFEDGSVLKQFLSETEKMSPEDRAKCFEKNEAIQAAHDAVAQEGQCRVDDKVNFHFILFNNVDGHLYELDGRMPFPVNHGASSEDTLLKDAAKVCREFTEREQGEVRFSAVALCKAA
OTUD3 block – inhibitors of human OTUD3 deubiquitinase; OTU domain-containing protein 3 (Homo sapiens), Q5T2D3; AID 1645858, 2021; purified OTUD3, Ub-rhodamine fluorescence, 2 h; inhibition, % at 25 µM; 0.7% of 47,000 active
Target sequence (Q5T2D3 whole entry, looked up, the tested form may be a part): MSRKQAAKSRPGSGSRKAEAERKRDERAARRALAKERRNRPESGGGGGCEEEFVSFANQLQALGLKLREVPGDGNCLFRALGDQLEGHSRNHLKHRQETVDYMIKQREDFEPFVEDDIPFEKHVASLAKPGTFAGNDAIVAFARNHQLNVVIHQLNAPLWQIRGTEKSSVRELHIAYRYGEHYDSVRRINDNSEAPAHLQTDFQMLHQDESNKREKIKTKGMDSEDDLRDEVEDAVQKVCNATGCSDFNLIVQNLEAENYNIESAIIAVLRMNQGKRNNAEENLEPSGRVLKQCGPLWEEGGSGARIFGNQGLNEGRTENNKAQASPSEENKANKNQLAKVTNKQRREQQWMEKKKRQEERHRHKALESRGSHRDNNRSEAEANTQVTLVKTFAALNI
USP28 inh – inhibitors of human USP28 deubiquitinase; Ubiquitin carboxyl-terminal hydrolase 28 (Homo sapiens), Q96RU2; purified USP28, Ub-rhodamine cleavage fluorescence, 30 min; inhibition, % at 25 µM; 3% of 47,000 active; AID 1645857, 2021
USP8 block – inhibitors of human USP8 deubiquitinase | inhibition, % at 20 µM | 4.2% of 47,000 active | AID 1645853, 2021 | purified USP8, Ub-rhodamine cleavage fluorescence, 30 min
USP7 inh – inhibitors of human USP7 deubiquitinase | Ubiquitin carboxyl-terminal hydrolase 7 (Homo sapiens), Q93009 | purified USP7, Ub-rhodamine cleavage fluorescence | inhibition, % at 20 µM | 0.3% of 47,000 active
USP17 block – inhibitors of human USP17 deubiquitinase | 6.5% of 47,000 active | Ubiquitin carboxyl-terminal hydrolase 17-like protein 5 (Homo sapiens), A8MUK1 | inhibition, % at 50 µM | purified USP17, Ub-rhodamine cleavage fluorescence, 3 h
The depositor's hits bear a star; i = inactive; nt = no result given. Cut-off read from the data, not from the text of the source: active = inhibition above about 30%; inactive = the rest. Not a hit list; overall some 14% were active at least once.

SMILES	USP10 inh	USP30 inh	UCHL1 inh	OTUD3 block	USP28 inh	USP8 block	USP7 inh	USP17 block
CS(=O)(=O)N1CCCCCC1C1CCN(c2ncccc2C#N)CC1 (stereo not drawn)	1	10	2	5	7	13	-2	5
COc1ccccc1NC(=O)c1ccc(Cn2nc(C)c(Cl)c2C)cc1	1	-10	1	0	9	-49	-12	-6
Cc1nc(CO[C@H]2CN(C(=O)c3ccc[nH]3)[C@@H]3COC[C@H]23)cs1	-1	1	-2	1	-12	-76	0	-13
O=C(C1CCC1)N1CCC(c2nc3c(nnn3Cc3c(Cl)cccc3Cl)c(=O)[nH]2)CC1	9	36*	4	10	19	17	-18	10
Cc1ccccc1OCCn1cc(C(=O)c2cccs2)c2ccccc21	5	-8	-1	3	6	10	4	8
COc1cccc(S(=O)(=O)N2CCC(c3nccc(C)n3)C2)c1 (stereo not drawn)	2	nt	3	5	nt	0	4	9
Cn1ccnc1CN1C[C@@H](NC(=O)C2CCC2)[C@H]2COC[C@H]21	-2	-14	-2	6	0	-42	0	-5
CCc1ccc(NC(=O)CSc2nnc(CNC(=O)c3ccco3)n2C)cc1	2	1	-1	-3	1	-4	-1	-8
CC(=O)c1ccc(NC(=O)/C(=C/c2ccco2)n2nnnc2-c2ccccc2)cc1	0	-128	11	2	12	62*	10	51*
CCCCn1cc(OC(=O)c2ccc(F)cc2)c2c1nc(-c1ccc(F)cc1)n1c3ccccc3nc21	-4	-70	-6	-11	-14	-2	0	-6
Cc1ccc(Nc2nccc(C3CCCN(C(=O)c4ccc(=O)n(C)c4)C3)n2)nc1 (stereo not drawn)	-2	1	-1	2	-3	-3	2	-2
COc1ccc(OC)c(S(=O)(=O)NCC(c2ccc3c(c2)OCO3)N2CCCC2)c1 (stereo not drawn)	0	12	0	11	14	11	4	4
CCCCOc1ccc(N(C(=O)CCCC(=O)Nc2ccccn2)C(C(=O)NC2CCCC2)c2ccc(F)cc2)cc1 (stereo not drawn)	2	2	1	0	0	8	0	-2
COc1ccc(CCNC(=O)Cn2c(=O)c3sccc3n(Cc3cc(=O)n4ccccc4n3)c2=O)cc1OC	-1	24	-2	5	0	0	-3	11
O=C(Cn1cncc(-c2nc(-c3ccccc3)cs2)c1=O)Nc1cc(F)ccc1F	-2	-137	-4	-33	-17	15	0	-40
COc1ccc(OC)c(-c2nc(-c3ccc(Br)cc3)c(-c3ccc(Br)cc3)[nH]2)c1	7	15	4	0	-1	5	4	3
O=C(COC(=O)c1ccc2ccccc2n1)Nc1ccc(Cl)c(Cl)c1	-2	i	-40	-125	-114	-12	-24	-136
COc1cccc2cc(C(=O)C3=C(O)C(=O)N(CCCN(C)C)C3c3cccs3)oc12 (stereo not drawn)	2	19	0	8	8	25	4	20
CCCOc1ccc(C2CN3C(=O)N(c4ccccc4)C(=O)[C@]3(C)c3[nH]c4ccccc4c32)cc1OCC (stereo partly drawn)	7	30	7	0	9	20	10	6
COc1cc(NC(=O)CN2CCCc3ccccc32)cc(OC)c1OC	-7	-176	-11	-28	-42	-14	-10	-43
CCN(CC)c1ccc2nnc(CCC(=O)NC3CCCCC3)n2n1	0	-1	-1	-10	-1	-3	-2	-14
NS(=O)(=O)c1ccc(CNc2nc(CN3CCCCC3)nc3sc4c(c23)CCC4)cc1	-7	-37	-6	-16	-17	-1	-18	0
c1ccc(-c2cc3nc(NCc4ccncc4)ccn3n2)cc1	-1	4	1	0	1	-34	-1	-16
Cc1ccc(-n2nc3c(c2NC(=O)c2ccc(F)c(F)c2)CS(=O)(=O)C3)cc1	4	-11	0	-14	-8	0	-169	nt
O=C(Cc1ccccc1F)N1CCC2(CC1)CC1(CO2)Nc2ccccc2-n2cccc21 (stereo not drawn)	5	-17	9	2	1	94*	-6	53*
Cc1ccccc1-c1nnc2ccc(N3CCCC3)nn12	-5	-63	-1	-13	-16	-7	-9	-60
O=C(Cc1ccccc1)c1c[nH]c(C(=O)NCc2ccncc2)c1	-1	nt	8	0	nt	0	-1	5
O=[N+]([O-])c1cccc(S(=O)(=O)N2CCCCC2c2cccnc2)c1 (stereo not drawn)	-1	28	1	14	9	2	-1	-2
Fc1ccccc1N1CCN(Cc2nc(-c3ccccc3)no2)CC1	1	-8	3	1	1	7	-2	-1
Cc1nnc(Nc2ccc(C(=O)Nc3c(Cl)cccc3Cl)cc2)c2ccccc12	-7	-36	-5	-8	0	-4	1	-15

As a short view, part of the list above:
SMILES	USP10 inh	USP30 inh	UCHL1 inh	OTUD3 block	USP28 inh	USP8 block	USP7 inh	USP17 block
CCCCOc1ccc(N(C(=O)CCCC(=O)Nc2ccccn2)C(C(=O)NC2CCCC2)c2ccc(F)cc2)cc1 (stereo not drawn)	2	2	1	0	0	8	0	-2
COc1ccc(CCNC(=O)Cn2c(=O)c3sccc3n(Cc3cc(=O)n4ccccc4n3)c2=O)cc1OC	-1	24	-2	5	0	0	-3	11
O=C(Cn1cncc(-c2nc(-c3ccccc3)cs2)c1=O)Nc1cc(F)ccc1F	-2	-137	-4	-33	-17	15	0	-40
COc1ccc(OC)c(-c2nc(-c3ccc(Br)cc3)c(-c3ccc(Br)cc3)[nH]2)c1	7	15	4	0	-1	5	4	3
O=C(COC(=O)c1ccc2ccccc2n1)Nc1ccc(Cl)c(Cl)c1	-2	i	-40	-125	-114	-12	-24	-136
COc1cccc2cc(C(=O)C3=C(O)C(=O)N(CCCN(C)C)C3c3cccs3)oc12 (stereo not drawn)	2	19	0	8	8	25	4	20
CCCOc1ccc(C2CN3C(=O)N(c4ccccc4)C(=O)[C@]3(C)c3[nH]c4ccccc4c32)cc1OCC (stereo partly drawn)	7	30	7	0	9	20	10	6
COc1cc(NC(=O)CN2CCCc3ccccc32)cc(OC)c1OC	-7	-176	-11	-28	-42	-14	-10	-43
CCN(CC)c1ccc2nnc(CCC(=O)NC3CCCCC3)n2n1	0	-1	-1	-10	-1	-3	-2	-14
NS(=O)(=O)c1ccc(CNc2nc(CN3CCCCC3)nc3sc4c(c23)CCC4)cc1	-7	-37	-6	-16	-17	-1	-18	0
c1ccc(-c2cc3nc(NCc4ccncc4)ccn3n2)cc1	-1	4	1	0	1	-34	-1	-16
Cc1ccc(-n2nc3c(c2NC(=O)c2ccc(F)c(F)c2)CS(=O)(=O)C3)cc1	4	-11	0	-14	-8	0	-169	nt
O=C(Cc1ccccc1F)N1CCC2(CC1)CC1(CO2)Nc2ccccc2-n2cccc21 (stereo not drawn)	5	-17	9	2	1	94*	-6	53*
Cc1ccccc1-c1nnc2ccc(N3CCCC3)nn12	-5	-63	-1	-13	-16	-7	-9	-60
O=C(Cc1ccccc1)c1c[nH]c(C(=O)NCc2ccncc2)c1	-1	nt	8	0	nt	0	-1	5

Reformatted in markdown: entries from further up.
| canonical_smiles | USP10 inh | USP30 inh | UCHL1 inh | OTUD3 block | USP28 inh | USP8 block | USP7 inh | USP17 block |
| --- | --- | --- | --- | --- | --- | --- | --- | --- |
| O=C(COC(=O)c1ccc2ccccc2n1)Nc1ccc(Cl)c(Cl)c1 | -2 | i | -40 | -125 | -114 | -12 | -24 | -136 |
| COc1cccc2cc(C(=O)C3=C(O)C(=O)N(CCCN(C)C)C3c3cccs3)oc12 (stereo not drawn) | 2 | 19 | 0 | 8 | 8 | 25 | 4 | 20 |

Additional compounds follow:
SMILES	USP10 inh	USP30 inh	UCHL1 inh	OTUD3 block	USP28 inh	USP8 block	USP7 inh	USP17 block
Cc1nn(C)cc1C(=O)N1CCN(Cc2ccccc2)C(C(N)=O)C1 (stereo not drawn)	1	19	0	13	11	-9	4	0
O=C(NCc1ccccc1F)c1nc(-c2cnccn2)no1	0	9	2	5	6	2	2	-1
CC1=Nc2cc(C(=O)N3CCC(Cc4ccccc4)CC3)ccc2Sc2ccccc21	-7	-33	1	3	13	13	3	-8
CC(NC(=O)C1=CCN(Cc2cccc(F)c2)CC1)c1ccccc1 (stereo not drawn)	-6	-38	0	-3	-6	-10	-1	-16
O=C(COc1ccc(Cl)cc1)N1CCC(c2c[nH]c3ccccc23)(c2c[nH]c3ccccc23)CC1	10	39*	8	25	5	-109	13	nt
CSc1ccccc1C(=O)Nc1sc2c(c1C(N)=O)CCC(C)C2 (stereo not drawn)	13	-1	-1	-9	12	19	10	80*
Cn1nc(-c2ccccc2)c(CO)c1SCc1ccc(Cl)cc1	1	22	5	16	3	13	-1	16
CCCOc1ccnc2c1c(=O)n(CC(=O)NCC1CCCO1)c(=O)n2C (stereo not drawn)	-8	-61	-5	0	-16	13	-2	-17
O=C1NC2(COC3(CCN(Cc4ccccn4)CC3)C2)Nc2ccc(Cl)cc21 (stereo not drawn)	-11	i	-30	-172	-226	-65	-35	-139
O=C(c1ccnnc1)N1CC[C@@H]2CN(Cc3ccccc3)S(=O)(=O)[C@@H]2CC1	1	4	0	4	-7	-20	0	1
O=C(Cn1c(=O)n(CCCC(=O)NC2CCN(Cc3ccccc3)CC2)c(=O)c2ccccc21)Nc1cccc(Cl)c1	-9	-36	-1	-6	-11	-6	-14	27
Cc1cc(OCC(=O)Nc2cccc(C#N)c2)nc(N2CCCCC2)n1	0	-30	-3	-5	-1	-17	-40	-14
COc1ccc(C(=O)Nc2ccc(N3CCCC3=O)c(C)c2)cc1OC	0	-9	1	-4	-9	-18	2	-1
COc1ccc(/C=C/C(=O)N2CCc3[nH]nc(-c4ccccc4)c3C2)cc1OC	2	-9	6	8	5	-6	5	11
CC1CCCN(c2ncnc3c2CN(C2CCCNCC2)C(=O)CN3C)C1 (stereo not drawn)	-2	-16	-2	-3	-2	-54	-1	-15
COc1ccc(-c2cc(C(C)=O)c(C)n2CCC(=O)NC2CCCCCC2)cc1	-1	-10	0	-2	-4	-9	-11	-7
CCn1c(SCC(=O)N2CCCC2)nnc1-c1ccc(NC(=O)c2ccccc2C)cc1	0	25	0	11	7	-28	0	nt
Cc1cc2c(cc(C(=O)NC3CC3)n2C)s1	0	-29	-1	3	1	0	0	-4
CN1CC[C@@]2(C(=O)N3CCCC3)CCN(C(=O)Nc3ccccc3)CC[C@@H]12	-1	-19	-1	-3	-10	-135	-1	-26
CN(Cc1ccccc1)Cc1cn[nH]c1-c1ccc(F)cc1	2	8	4	1	13	-25	0	0
c1ccc(CNc2nnc(-c3nc(C4CC4)no3)c3ccccc23)cc1	7	nt	0	-4	nt	5	1	-6
CCC(CC)NCC(O)COc1ccc(C(C)=O)cc1OC (stereo not drawn)	1	-7	-2	0	-10	0	-5	-17
O=C(NCCc1ccncc1)C1CN(C(=O)c2ccccc2F)CC12CCOCC2 (stereo not drawn)	0	15	0	8	8	8	0	1
O=C(c1ncccn1)N1CCCCC1c1ncc(Cc2cccc(F)c2)o1 (stereo not drawn)	0	0	-2	0	1	0	-9	-7
COC(=O)C(C#N)(Cc1ccccc1)Cc1ccccc1	4	21	6	12	10	-2	6	14
COc1ccc(-c2nc(-c3cn(-c4ccccc4)nn3)no2)c(OC)c1	20	94*	2	35*	54*	38*	5	71*
Cc1c(CN2CCc3c(nc(-c4cccnc4)[nH]c3=O)C2)[nH]c2ccccc12	-1	-127	-4	-25	-22	14	-5	-29
COc1ccc(-c2csc(C)n2)cc1S(=O)(=O)N1CCOCC1	2	11	1	4	2	6	0	5
COc1ccc2c(c1)CC(C(=O)Nc1cccc(C(C)=O)c1)CO2 (stereo not drawn)	-3	-32	-5	-16	-17	-8	-14	-6
CCc1noc(C)c1C(=O)N1CCCCC1c1cc(=O)n2[nH]ccc2n1 (stereo not drawn)	3	0	-4	-4	-4	-47	0	-22
COc1ccc(Cc2nc(-c3ccc(=O)[nH]c3)no2)cc1OC	-2	-1	0	8	33*	-35	3	-38
Cc1cccc(N2CCN(C(=O)c3noc4c3CCc3sccc3-4)CC2)c1C	9	4	4	-5	0	1	-40	-8
CCCOc1ccnc2c1c(=O)n(CC(=O)NC1CCCC1)c(=O)n2C	-3	-26	-4	-13	-15	-76	-4	-1
